Bioassay records: PubChem BioAssay, NCI
yeast mlh1 rad18: NCI yeast anticancer drug screen, S. cerevisiae mlh1 rad18 strain. 79,000 compounds, 11% hits. growth inhibition, % at 50 µM;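 also: 0% = growth of vehicle-only cultures of the same strain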
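Inhibition values reflect reduced growth of mutant yeast versus vehicle-treated controls following compound exposure; the mutations affect DNA damage repair.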
yeast rad50: NCI yeast anticancer drug screen, S. cerevisiae rad50 strain; 79,000 compounds, 10% hits; growth inhibition, % at 50 µM; AID 155;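 also: 0% = growth of vehicle-only cultures of the same strain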
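Relative growth inhibition (compound vs vehicle) was measured in yeast with a defined repair-gene alteration.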
yeast sgs1 mgt1: NCI yeast anticancer drug screen, S. cerevisiae sgs1 mgt1 strain. 78,000 compounds, 10% hits. growth inhibition, % at 50 µM. AID 161;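 also: 0% = growth of vehicle-only cultures of the same strain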
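Percent growth inhibition was derived by comparing compound-exposed mutant yeast with vehicle-exposed cultures. The strain carries alterations in DNA damage repair.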
yeast mec2-1: NCI yeast anticancer drug screen, S. cerevisiae mec2-1 strain | growth inhibition, % at 50 µM | 79,000 compounds, 9% hits;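 also: 0% = growth of vehicle-only cultures of the same strain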
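Yeast mec2-1 mutant treated with compound. Readout: growth inhibition vs vehicle controls.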
yeast bub3: NCI yeast anticancer drug screen, S. cerevisiae bub3 mutant strain. growth inhibition, % at 50 µM. 78,000 compounds, 9.9% hits. AID 167;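 also: 0% = growth of vehicle-only cultures of the same strain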
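Whole-cell yeast assay. The mutant strain was incubated with compounds, and growth inhibition was determined by comparison with vehicle-treated cells.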
yeast cln2 rad14: NCI yeast anticancer drug screen, S. cerevisiae cln2 rad14 strain; 78,000 compounds, 8.3% hits; % growth inhibition at 50 µM;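 also: 0% = growth of vehicle-only cultures of the same strain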
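Growth of compound-exposed yeast (cln2 rad14 genotype) measured and expressed as inhibition relative to vehicle.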
The depositor's hits bear a star; nt = no result given; & = joins results of further samples. Rule as the data show it: active = growth inhibition above about 70%; inactive = the rest.

SMILES	yeast mlh1 rad18	yeast rad50	yeast sgs1 mgt1	yeast mec2-1	yeast bub3	yeast cln2 rad14
CNC(=S)N(C)/N=C/c1ccccc1	3	10	-4	2	-7	-29
CCO/C=C1/C(=O)N(C)c2c1c(=O)n(C)c(=O)n2C	-5	-47	-4	0	-18	-14
COc1ccc(C(=O)C(CN(C)C)CN(C)C)c(OC)c1	64	31	57	31	31	33
CCC1CC2CC(c3cc4c(cc3OC)N(C)C3C(O)(C(=O)OC)C(OC(C)=O)C5(CC)C=CCN6CCC43C65)c3[nH]c4ccccc4c3CCN(C1)C2 (configuration not stated)	43	18	29	14	9	2
Nc1ccc(Br)cc1[N+](=O)[O-]	21&35	2&13	-3&16	14&15	2&-12	-11&-28
COC(=O)C(C)n1c(C)csc1=S (configuration not stated)	-1	0	-1	5	17	-26
CCCc1ccc(OCC(=O)O)c(OC)c1	-7	-2	1	-1	-22	4
Cc1cc(C)nc(NS(=O)(=O)c2ccc(Nc3c4ccccc4nc4c(C(=O)NCCN(C)C)cccc34)cc2)n1	4	-33	-41	2	-22	-12
O=C(Nc1[nH]c(=O)ncc1F)c1ccc([N+](=O)[O-])cc1	4	12	20	30	45	54
O=C1CCC2(CCC(=O)O2)O1	2&26	1&1	-4&5	0&-13	7&-2	-12&24
CC(C)C(=O)OCCCc1ccccc1	13	12	2	-5	22	7
CC(=O)OCC(=O)[C@@]1(O)CC[C@H]2[C@@H]3CC[C@@H]4C[C@H](O)CC[C@]4(C)[C@H]3C(=O)C[C@@]21C	21	20	25	7	-3	8
O=C(O)CCC(=O)c1ccc(F)cc1	-8	-21	-14	-14	-23	-1
COc1cc([C@H]2CC(=O)C[C@H](c3cc(OC)c(OC)c(OC)c3)C23C(=O)c2ccccc2C3=O)cc(OC)c1OC	7	-3	-9	12	0	30
COc1ccc(NC(=O)CCc2cc(C(C)(C)C)n[nH]2)cc1	-8	-22	-4	-16	-17	13
O=C(/C=C/C(=O)N1CCCC1)N1CCCC1	37	1	15	1	3	-1
CC1C2c3ccccc3C(c3ccccc32)C1CN1C(CCO)COC1c1ccccc1 (configuration not stated)	8	4	-3	9	1	-2
CCN(C(C)=N)c1ccccc1	24	12	-3	0	27	21
[N-]=[N+]=CC(=O)c1ccc(C(=O)C=[N+]=[N-])cc1	99*	99*	99*	100*	100*	99*
O=C1CN(CCCN2CCOCC2)CC(=O)N2Cc3ccccc3CN12	4	-26	-9	-4	3	0
C=C1c2nc3ccccc3n2C=C(c2ccccc2)N1c1ccc([N+](=O)[O-])cc1	28	8	4	42	22	14
CCOC(=O)CC1=CSC2=NCCN12	1	-2	-8	-19	-8	-4
CCOC(=O)c1[nH]c(C)c(C(C)=O)c1C	-8	0	9	-22	-27	-10
CCCCOC(=O)C(N)Cc1c[nH]c2ccccc12 (configuration not stated)	-9	-31	-8	6	24	-42
CCOC(=O)C(Cc1ccc(OC)c(C)c1)(NC(C)=O)C(=O)OCC	6	0	-3	5	4	-14
NC(=O)C(=O)NNc1ccccc1	83*	96*	90*	84*	92*	81*
Cc1cccc(-c2c3ccccc3cc3c2ccc2ccccc23)c1	-3	12	-4	-5	9	-14
CC(=O)NC(CCC(=O)C=[N+]=N)C(=O)O (configuration not stated)	13	18	33	-15	24	14
CCOC(=O)C1CCCCC1	13	16	-8	17	8	-30
Cc1onc(-c2c(F)cccc2Cl)c1-c1ncc(-c2ccc(Cl)cc2)o1	16	3	29	3	30	1
COc1ccc(/C=N/NC(=O)C(c2ccccc2)N2CCCCC2)cc1 (configuration not stated)	0	18	8	10	-2	3
CC(=O)NC(CSCN(C)c1nc(N(C)C)nc(N(C)C)n1)C(=O)O (configuration not stated)	14	8	3	-3	8	6
O=C(O)C(Oc1ccccc1)Oc1ccccc1	-5	-25	-12	-13	7	6
CN(C)C(=O)c1cc(C(=O)N(C)C)cc2cccc-2c1	-8	12	15	4	6	5
CN(C)c1ccc(N=C2C=CC(=O)C(Cl)=C2)cc1	-10&10	13&28	13&38	-7&14	31&20	-39&14
COc1cccc(NC(=S)NCc2cccnc2)c1	-5	-13	9	-25	-13	9
CN(Cc1cccc(Cl)c1)C(=O)NC(C)(C)C	0	3	16	-7	15	4
CCOC1(COC(C)=O)OC(COC(C)=O)C(OC(C)=O)C1OC(C)=O (configuration not stated)	35	25	16	17	29	30
CCCCCC1CC(C(C)=O)CN1c1ccc(F)cc1 (configuration not stated)	-2	-1	12	8	-1	9
Cc1ccc(N)c([N+](=O)[O-])c1	27	13	25	-10	-4	-3

Nothing new here: entries from further up.
SMILES	yeast mlh1 rad18	yeast rad50	yeast sgs1 mgt1	yeast mec2-1	yeast bub3	yeast cln2 rad14
COc1cccc(NC(=S)NCc2cccnc2)c1	-5	-13	9	-25	-13	9
CN(Cc1cccc(Cl)c1)C(=O)NC(C)(C)C	0	3	16	-7	15	4

Other records follow:
SMILES	yeast mlh1 rad18	yeast rad50	yeast sgs1 mgt1	yeast mec2-1	yeast bub3	yeast cln2 rad14
CN1C(=O)C2CSCN2C1=S (configuration not stated)	5	-38	-5	-8	-14	-12
COc1ccc(C(=O)/C=C/c2ccc(OC)c(OC)c2OC)c(O)c1	15	18	-9	1	17	-18
O=[N+]([O-])c1ccc(-c2ccc(-c3ccccc3)cc2)cc1	-4	-2	5	-13	-11	-15
CC1CC(C)CN(S(=O)(=O)c2cc(Cl)c(Oc3ccc([N+](=O)[O-])cc3Cl)c(Cl)c2)C1 (configuration not stated)	-2	8	4	-28	-11	34
COC1CCC2(C)C3CCC4C(=CCC5C(C)(C)C(OC(C)=O)CCC45C)CC3(C)CCC2C1(C)C (configuration not stated)	0	13	-8	-19	0	-21
COC(=O)CCNCc1ccccc1	10	-7	nt	-42	nt	nt
CCCCC(O)(C#CC(O)(CC)CCCC)CC (configuration not stated)	4	-9	1	-4	10	-2
S=C(S)NN1CCOCC1	87*	85*	77*	98*	96*	87*
O=[N+]([O-])/C(Cl)=C/C(=C1/Nc2ccccc2O1)[N+](=O)[O-]	69	80*	72*	66	71*	65
O=C(CBr)C1(Br)CCN(Cc2ccccc2)CC1	100*	99*	100*	100*	99*	98*
CC1=C2N3C[C@@H](n4c(=O)n(C)c(=O)n43)C23CCC1n1c(=O)n(C)c(=O)n13	-10	-7	18	-1	-8	7
CC1CC(C#N)=C2NCCN2C1=O (configuration not stated)	30	-4	1	-3	12	24
CC(=O)Nc1ccc(OC(=O)Nc2cccc(Cl)c2C)cc1	15	4	11	34	36	4
O=C1OC2(CCCCC2)OC(=O)C1=Cc1ccc([N+](=O)[O-])s1	31	56	100*	27	23	10
Cc1ccc(SSCC(O)C(O)CSSc2ccc(C)cc2)cc1 (configuration not stated)	10	12	-31	-19	-6	22
Nc1nc(Cl)cc(Nc2ccc(Cl)c(Cl)c2)n1	90*	73*	96*	70*	93*	52
N#CC1=Cc2ccccc2OC1	21	6	2	-2	-6	-20
CC(C)C(NC(=O)C(CSSCC(NC(=O)OCc1ccccc1)C(=O)NC(C(=O)O)C(C)C)NC(=O)OCc1ccccc1)C(=O)O (configuration not stated)	3	1	-4	11	-1	-3
CC(C)CCC[C@@H](C)[C@H]1CC[C@H]2[C@@H]3CC[C@H]4CC5(C[C@]4(C)[C@H]3CC[C@]12C)Nc1ccccc1S5 (some centres not stated)	-41	-8	-6	-20	-26	5
CC(=O)OCC12CCC(O1)C1C(=O)OC(=O)C12 (configuration not stated)	1	-4	-9	-2	-11	-3

Molecules above that contain a carbonyl joined to an NH by a bond outside any ring, in the order listed:
SMILES	yeast mlh1 rad18	yeast rad50	yeast sgs1 mgt1	yeast mec2-1	yeast bub3	yeast cln2 rad14
Cc1cc(C)nc(NS(=O)(=O)c2ccc(Nc3c4ccccc4nc4c(C(=O)NCCN(C)C)cccc34)cc2)n1	4	-33	-41	2	-22	-12
O=C(Nc1[nH]c(=O)ncc1F)c1ccc([N+](=O)[O-])cc1	4	12	20	30	45	54
COc1ccc(NC(=O)CCc2cc(C(C)(C)C)n[nH]2)cc1	-8	-22	-4	-16	-17	13
CCOC(=O)C(Cc1ccc(OC)c(C)c1)(NC(C)=O)C(=O)OCC	6	0	-3	5	4	-14
NC(=O)C(=O)NNc1ccccc1	83*	96*	90*	84*	92*	81*
CC(=O)NC(CCC(=O)C=[N+]=N)C(=O)O (configuration not stated)	13	18	33	-15	24	14
COc1ccc(/C=N/NC(=O)C(c2ccccc2)N2CCCCC2)cc1 (configuration not stated)	0	18	8	10	-2	3
CC(=O)NC(CSCN(C)c1nc(N(C)C)nc(N(C)C)n1)C(=O)O (configuration not stated)	14	8	3	-3	8	6
CN(Cc1cccc(Cl)c1)C(=O)NC(C)(C)C	0	3	16	-7	15	4
CC(=O)Nc1ccc(OC(=O)Nc2cccc(Cl)c2C)cc1	15	4	11	34	36	4
CC(C)C(NC(=O)C(CSSCC(NC(=O)OCc1ccccc1)C(=O)NC(C(=O)O)C(C)C)NC(=O)OCc1ccccc1)C(=O)O (configuration not stated)	3	1	-4	11	-1	-3

More records
SMILES	yeast mlh1 rad18	yeast rad50	yeast sgs1 mgt1	yeast mec2-1	yeast bub3	yeast cln2 rad14
CCCCCCCCCC(C)CC(=O)NCCCN(C)CCCCN(C)C (configuration not stated) (tested in a mixture with another compound)	82*	89*	87*	80*	90*	62
O=C(c1cccs1)N(C(=S)N1CCN(c2ccccn2)CC1)C1CCCCC1	50	54	67	55	69	39
CC1=C/C(=N\O)C(C(O)(C(F)(F)F)C(F)(F)F)C(C)(C)C1 (configuration not stated)	3	-38	-17	-39	-7	-12
CC(N)(CCS(=O)(=O)CP(=O)(O)O)C(=O)O (configuration not stated)	-11	-16	4	-25	-11	-29
NCCCn1[nH]c(=O)c2cnccc2c1=O	-16	-4	-18	-32	-7	-43
CCC(CC)COC(=O)C(C)=O	27	-12	18	19	4	26
CCOC(=O)C(C(C)=O)C(CC(=O)c1ccccc1)c1ccccc1 (configuration not stated)	-4	-9	9	16	22	-3
COC1OC2COC(c3ccccc3)OC2C(OC(=O)c2ccc([N+](=O)[O-])cc2)C1OS(=O)(=O)c1ccc(C)cc1 (configuration not stated)	16	40	22	17	1	25
CC(=O)OCC1OC(Sc2ccc(N(C)C)cc2)C(OC(C)=O)C(OC(C)=O)C1OC(C)=O (configuration not stated)	2	10	1	-6	1	-18
COc1ccc(C(c2ccc3c(c2)OCO3)N2C(=O)CCC2C(=O)O)cc1 (configuration not stated)	-6	-22	-40	3	4	32
c1cc2c3c(c1)CCC3CCC2 (configuration not stated)	-5	-50	-51	-48	-35	13
O=C(C[n+]1ccncc1)c1ccccc1	3	-21	-6	-19	-10	-6
COC1=C(NC(C)C)C(=O)C(OC)=C(NC(C)C)C1=O	-9	-5	9	2	-2	-58
CCOC(=O)C(Cc1ccccc1)Nc1nc2ccccc2o1 (configuration not stated)	1	14	1	-1	30	1
Cc1cccc(C(=O)NCC(=O)O)c1	-10	-14	-10	-4	4	-85
CC(=O)NC(CCCNC(=O)OCc1ccccc1)C(=O)NCc1ccccc1 (configuration not stated)	-36	-9	-30	-21	-17	-1
C=CS(=O)(=O)CCN(C)C	19	1	10	-4	16	-49
CC(/C=C/c1ccc2c(c1)OCO2)[N+](=O)[O-] (configuration not stated)	99*	100*	100*	100*	99*	99*
CC(=N\O)/C(=N/O)c1ccc(NC(=O)c2ccccc2)cc1	1	-5	-7	-6	13	-2
CCOC(=O)c1conc1C	3	8	-4	-6	1	-12
CC(O)CNC(=O)C(=O)NCC(C)O (configuration not stated)	1	10	0	0	-13	-33
COC(=O)C(Cc1ccccc1)NCCN (configuration not stated)	2	0	-4	7	-6	-17
CC1=C(/C=C/Cl)CC(Cl)C(C)(Cl)C1 (configuration not stated)	-45	-2	-4	-10	0	12
Nc1cccc(-c2nc3ncnc(N)c3[nH]2)c1	-11	9	-6	-2	-18	-47
COc1ccc(NC(C)=O)c(C(=O)CCNC(C)=O)c1	-23	-6	-31	-15	-40	-7
Cn1c(=O)ccc2cc(C(=O)c3ccccc3)ccc21	66	30	14	7	17	35
CCN(CC)C(=S)SC(=S)N(CC)CC	92*	90*	93*	94*	91*	40
COc1nc(NC2OC(COC(C)=O)C(OC(C)=O)C(OC(C)=O)C2OC(C)=O)c(-c2csc(N)n2)c(=O)n1C (configuration not stated)	-5	-7	-19	-26	-11	4
O=C1c2ccccc2NC(c2cc(Cl)cc(Cl)c2O)N1CCc1ccccn1 (configuration not stated)	-12	8	-14	-22	-25	15
CC(C)(O)C1(C)OCCO1	8	10	-17	4	2	1
c1ccc(-c2ccc(-c3nnn4ccccc34)cc2)cc1	13	-3	-3	7	15	-25
CN(C)c1ccc(N=Nc2cccc3ccoc23)cc1	14	12	10	-24	15	-28
CSc1nc(N)c(NS(=O)(=O)c2cccc([N+](=O)[O-])c2)c(=O)[nH]1	8	2	-9	-13	4	-12
NC1=NC(c2ccccc2O)CC(=O)N1 (configuration not stated)	-6	-6	-13	-8	-4	-33
OCC(O)C(O)C(O)C(O)C(O)[C@@H](O)c1nc2ccccc2[nH]1 (some centres not stated)	7	-9	-12	-5	50	-17
Brc1cc(Br)c2c(c1)CN(Cc1ccccc1)CO2	-9	-8	-12	-2	-1	-23

Rows are unselected, and some 14% of all compounds hit somewhere here.
